Assay outcomes from PubChem BioAssay.
T_cruzi_intra: inhibitors of intracellular Trypanosoma cruzi, primary screen, cell-based, plate reader, single point, set 2. activity score (inhibition), % at 5.01 µM. intracellular Trypanosoma cruzi in host cells. 22,000 compounds, 4.9% hits; in the data active = activity score above about 55%;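 also: parasites and compound incubated about four days before reading; 0% = median of neutral control wells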
INS-1E_rescue: protection of INS-1E cells from cytokine death, primary screen, ATP luminescence, single point; INS-1E cytokine-induced death, 48 h; normalised: neutral wells 0, positive control 100; protection from cytokine-induced ATP loss, % at 10 µM; 20,000 compounds, 0.1% hits; AID 488910, 2010;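 active = mean replicate protection from cytokine-induced ATP loss at least 50% and at least 75% of replicates each reaching 50%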
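Assay system – rat INS-1E insulinoma cell line · Quantity – 8000 cells per well · Buffer or medium – RPMI without phenol red, 5% FBS · Schedule – 48 h co-treatment, 10 min post-lysis read · Technique – luminescent ATP assay (CellTiter-Glo)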
The depositor's hits bear a star; nt = not tested or not shown.

SMILES T_cruzi_intra INS-1E_rescue
C[C@H]1CN([C@@H](C)CO)C(=O)c2cc(NS(=O)(=O)c3ccc(F)cc3)ccc2O[C@H]1CN(C)Cc1ccc2c(c1)OCO2 9 -19
COc1cc(/C=N/NC(=O)c2ccc(C(=O)NO)cc2)c(Br)cc1O 3 25
C[C@H]1CN([C@@H](C)CO)C(=O)c2cccc(NC(=O)CCCCCC(=O)Nc3ccccc3N)c2O[C@H]1CN(C)CC1CC1 -2 8
C[C@H]1CN([C@@H](C)CO)C(=O)c2cccc(NC(=O)c3nc4ccccc4s3)c2O[C@@H]1CN(C)Cc1ccc(Cl)c(Cl)c1 65* -13
Cc1noc(C)c1S(=O)(=O)Nc1ccc2c(c1)CC(=O)N([C@@H](C)CO)C[C@H](C)[C@H](CN(C)Cc1ccc(C(F)(F)F)cc1)O2 41 2
C[C@@H]1CCCCO[C@H](CN(C)C(=O)Nc2ccc3c(c2)OCO3)[C@@H](C)CN([C@H](C)CO)C(=O)c2cc(NC(=O)Cc3ccccc3)ccc2O1 6 3
Cc1noc(C)c1NC(=O)N(C)C[C@H]1Oc2ccc(NC(=O)NC(C)C)cc2CC(=O)N([C@H](C)CO)C[C@H]1C -10 5
COc1ccc(S(=O)(=O)Nc2cccc3c2O[C@H](CN(C)S(=O)(=O)c2ccc(F)cc2)[C@H](C)CN([C@H](C)CO)C3=O)cc1 -15 0
C[C@H]1CN([C@@H](C)CO)C(=O)c2cccc(NC(=O)c3nc4ccccc4s3)c2O[C@@H]1CN(C)Cc1ccc(C(F)(F)F)cc1 64* -19
C[C@H](CO)N1C[C@H](C)[C@H](CN(C)C(=O)Nc2ccc(C(F)(F)F)cc2)OCc2cnnn2CCCC1=O 3 nt
C[C@@H]1CN([C@H](C)CO)C(=O)c2cc(NC(=O)CCC(F)(F)F)ccc2O[C@@H]1CN(C)Cc1ccc(Oc2ccccc2)cc1 -3 -26
COc1cc(/C=N/NC(=O)CCCCCCC(=O)Nc2ccccc2O)c([N+](=O)[O-])cc1OC -4 6
C[C@@H]1CN([C@H](C)CO)C(=O)CCCn2cc(nn2)CO[C@@H]1CN(C)S(=O)(=O)c1ccccc1 -11 nt
C[C@H](CO)N1C[C@H](C)[C@H](CN(C)C(=O)Nc2ccc(F)cc2)Oc2ccc(NS(=O)(=O)c3cn(C)cn3)cc2C1=O -17 nt
C[C@H]1CN([C@@H](C)CO)C(=O)c2cccc(NS(=O)(=O)c3ccccc3)c2O[C@H]1CN(C)CC1CCCCC1 -1 5
C[C@H]1CN([C@@H](C)CO)C(=O)Cc2cc(NC(=O)Cc3cn(C)c4ccccc34)ccc2O[C@H]1CN(C)Cc1ccc(Cl)c(Cl)c1 60* -1
COc1ccc(NC(=O)N(C)C[C@@H]2Oc3ccc(NC(=O)Nc4ccc5c(c4)OCO5)cc3C(=O)N([C@@H](C)CO)C[C@@H]2C)cc1 10 9
CC(C)NC(=O)Nc1ccc2c(c1)C(=O)N([C@@H](C)CO)C[C@@H](C)[C@H](CN(C)C(=O)Nc1ccc3c(c1)OCO3)O2 -7 5
C[C@H]1CN([C@@H](C)CO)C(=O)Cc2cc(NS(C)(=O)=O)ccc2O[C@@H]1CN(C)C(=O)Nc1ccc(F)cc1 0 6
C[C@H](CO)N1C[C@H](C)[C@H](CN(C)C(=O)Nc2ccc(C(F)(F)F)cc2)Oc2ccc(NC(=O)Nc3cccc4ccccc34)cc2CC1=O 9 -19
Cc1noc(C)c1NC(=O)Nc1cccc2c1O[C@@H](CN(C)Cc1ccccc1)[C@@H](C)CN([C@H](C)CO)C2=O 7 -8
C[C@@H]1CN([C@@H](C)CO)C(=O)c2cc(NC(=O)Nc3ccc4c(c3)OCO4)ccc2O[C@@H]1CN(C)Cc1ccc(Cl)c(Cl)c1 20 nt
C[C@@H]1CCCCO[C@H](CN(C)C(=O)C2CCCCC2)[C@@H](C)CN([C@H](C)CO)C(=O)c2cc(NC(=O)CCC(F)(F)F)ccc2O1 -2 9
C[C@H]1CN([C@@H](C)CO)C(=O)c2cc(N(C)C)ccc2O[C@H]1CN(C)S(=O)(=O)c1cccs1 1 3
C[C@H](CO)N1C[C@H](C)[C@H](CN(C)CC2CCCCC2)Oc2ccc(NC(=O)Nc3ccc(F)cc3)cc2CC1=O 42 5
COc1ccc(NC(=O)N(C)C[C@@H]2Oc3c(NS(=O)(=O)c4ccccc4)cccc3C(=O)N([C@H](C)CO)C[C@H]2C)cc1 3 7
Cc1ccc(S(=O)(=O)N(C)C[C@H]2Oc3ccc(NS(=O)(=O)c4c(C)noc4C)cc3CC(=O)N([C@H](C)CO)C[C@H]2C)cc1 0 3
C[C@@H]1CN([C@@H](C)CO)C(=O)c2cc(N(C)C)ccc2O[C@@H]1CN(C)S(=O)(=O)c1cn(C)cn1 -33 6
C[C@H]1CN([C@@H](C)CO)C(=O)c2cccc(NC(=O)C3CC3)c2O[C@@H]1CN(C)S(C)(=O)=O -14 12
C[C@H]1CN([C@@H](C)CO)C(=O)c2cc(NC(=O)Nc3ccc4c(c3)OCO4)ccc2O[C@H]1CN(C)Cc1ccc(C(=O)O)cc1 -6 nt

Ordered by formula weight (rising): part of the list above
SMILES T_cruzi_intra INS-1E_rescue
C[C@H]1CN([C@@H](C)CO)C(=O)c2cc(N(C)C)ccc2O[C@H]1CN(C)S(=O)(=O)c1cccs1 1 3
COc1ccc(NC(=O)N(C)C[C@@H]2Oc3c(NS(=O)(=O)c4ccccc4)cccc3C(=O)N([C@H](C)CO)C[C@H]2C)cc1 3 7
Cc1ccc(S(=O)(=O)N(C)C[C@H]2Oc3ccc(NS(=O)(=O)c4c(C)noc4C)cc3CC(=O)N([C@H](C)CO)C[C@H]2C)cc1 0 3

Remaining list, next part:
SMILES T_cruzi_intra INS-1E_rescue
COc1ccc(NC(=O)N(C)C[C@@H]2Oc3ccc(NC(=O)CCCCCC(=O)Nc4ccccc4N)cc3C(=O)N([C@@H](C)CO)C[C@@H]2C)cc1 3 14
C[C@H]1CN([C@@H](C)CO)C(=O)CCCn2cc(nn2)CO[C@@H]1CN(C)Cc1ccccc1 -5 nt
C[C@@H]1CN([C@@H](C)CO)C(=O)Cc2cc(NS(=O)(=O)c3cccs3)ccc2O[C@@H]1CN(C)Cc1ccc(C(F)(F)F)cc1 2 5
Cc1noc(C)c1S(=O)(=O)Nc1ccc2c(c1)CC(=O)N([C@@H](C)CO)C[C@@H](C)[C@@H](CN(C)C(=O)Nc1ccc(F)cc1)O2 2 -3
C[C@@H]1CN([C@H](C)CO)C(=O)c2cccc(NS(=O)(=O)c3ccc(F)cc3)c2O[C@H]1CN(C)Cc1ccc(Oc2ccccc2)cc1 33 -20
C[C@H](CO)N1C[C@H](C)[C@H](CN(C)Cc2ccc(Cl)c(Cl)c2)Oc2ccc(NC(=O)Nc3ccc(F)cc3)cc2C1=O -7 nt
C[C@H](CO)N1C[C@H](C)[C@H](CN(C)Cc2ccc(Oc3ccccc3)cc2)Oc2ccc(NS(=O)(=O)c3ccc(Cl)cc3)cc2CC1=O 16 -31
CNC[C@@H]1Oc2ccc(NC(=O)Cn3cnnn3)cc2C(=O)N([C@@H](C)CO)C[C@@H]1C -8 -1
COc1ccc(NC(=O)Nc2cccc3c2O[C@H](CN(C)C(=O)Nc2ccc(F)cc2)[C@H](C)CN([C@@H](C)CO)C3=O)cc1 -4 4
O=C(O)CCCCCC(=O)N/N=C/C1CCCCC1 -15 1
C[C@@H]1CN([C@@H](C)CO)C(=O)c2cccc(NC(=O)c3ccncc3)c2O[C@@H]1CN(C)S(=O)(=O)c1ccc(F)cc1 12 4
C[C@@H]1CN([C@H](C)CO)C(=O)c2cc(NC(=O)CCCN(C)C)ccc2O[C@@H]1CN(C)S(C)(=O)=O 4 -2
COc1ccc(NC(=O)Nc2cccc3c2O[C@@H](CN(C)S(=O)(=O)c2ccccc2)[C@H](C)CN([C@H](C)CO)C3=O)cc1 16 -7
C[C@@H]1CN([C@@H](C)CO)C(=O)c2cc(NS(=O)(=O)c3ccccc3)ccc2O[C@H]1CN(C)Cc1ccc2c(c1)OCO2 13 -9
O=C(NO)c1ccc(C(=O)N/N=C/c2cc(F)ccc2O)cc1 -15 9
C[C@@H]1CN([C@@H](C)CO)C(=O)c2cc(NC(=O)Cn3cnnn3)ccc2O[C@H]1CN(C)C(=O)NC1CCCCC1 -6 12
CNC[C@H]1OCCCC[C@@H](C)Oc2ccc(NS(=O)(=O)c3ccccc3)cc2C(=O)N([C@H](C)CO)C[C@@H]1C -19 3
COc1ccc(S(=O)(=O)Nc2ccc3c(c2)C(=O)N([C@H](C)CO)C[C@@H](C)[C@H](CN(C)C(=O)NC2CCCCC2)O3)cc1 -9 nt
C[C@@H]1CN([C@@H](C)CO)C(=O)CCCn2cc(nn2)CO[C@H]1CN(C)C(=O)Nc1ccc(C(C)(C)C)cc1 -16 nt
C[C@H](CO)N1C[C@H](C)[C@@H](CN(C)S(=O)(=O)c2cn(C)cn2)Oc2c(NC(=O)Nc3ccc(F)cc3)cccc2C1=O -29 3

Overlap with the part before: four entries, followed by the next part.
SMILES T_cruzi_intra INS-1E_rescue
CNC[C@H]1OCCCC[C@@H](C)Oc2ccc(NS(=O)(=O)c3ccccc3)cc2C(=O)N([C@H](C)CO)C[C@@H]1C -19 3
COc1ccc(S(=O)(=O)Nc2ccc3c(c2)C(=O)N([C@H](C)CO)C[C@@H](C)[C@H](CN(C)C(=O)NC2CCCCC2)O3)cc1 -9 nt
C[C@@H]1CN([C@@H](C)CO)C(=O)CCCn2cc(nn2)CO[C@H]1CN(C)C(=O)Nc1ccc(C(C)(C)C)cc1 -16 nt
C[C@H](CO)N1C[C@H](C)[C@@H](CN(C)S(=O)(=O)c2cn(C)cn2)Oc2c(NC(=O)Nc3ccc(F)cc3)cccc2C1=O -29 3
C[C@H](CO)N1C[C@H](C)[C@H](CN(C)C(=O)NC2CCCC2)OCc2cnnn2CCCC1=O -6 nt
C[C@H](CO)N1C[C@H](C)[C@H](CN(C)S(=O)(=O)c2ccccc2)Oc2ccc(NC(=O)CCCN(C)C)cc2C1=O -14 -3
Cc1noc(C)c1S(=O)(=O)Nc1ccc2c(c1)CC(=O)N([C@@H](C)CO)C[C@@H](C)[C@@H](CN(C)C(=O)Nc1ccc3c(c1)OCO3)O2 7 1
C[C@@H]1CN([C@H](C)CO)C(=O)CCCn2nncc2CO[C@H]1CN(C)Cc1ccc2c(c1)OCO2 -11 nt
C[C@@H]1CN([C@H](C)CO)C(=O)c2cc(NS(=O)(=O)c3cn(C)cn3)ccc2O[C@@H]1CN(C)C -14 -3
C[C@H]1CN([C@@H](C)CO)C(=O)c2cc(NC(=O)CCCN(C)C)ccc2O[C@@H]1CN(C)S(=O)(=O)c1cccs1 -3 1
C[C@H]1CN([C@@H](C)CO)C(=O)c2cccc(NS(=O)(=O)c3ccc(Cl)cc3)c2O[C@H]1CN(C)C(=O)Nc1ccc(F)cc1 21 -5
C[C@@H]1CN([C@@H](C)CO)C(=O)Cc2cc(NC(=O)CCC(F)(F)F)ccc2O[C@@H]1CN(C)Cc1ccc(C(=O)O)cc1 -18 10
Cc1ccc(S(=O)(=O)Nc2ccc3c(c2)CC(=O)N([C@H](C)CO)C[C@@H](C)[C@H](CN(C)Cc2ccc(-c4ccccc4)cc2)O3)cc1 54 -16
C[C@@H]1CN([C@H](C)CO)C(=O)CCCn2nncc2CO[C@H]1CN(C)C(=O)c1ccncc1 -8 nt
C[C@H]1CN([C@@H](C)CO)C(=O)c2cc(NC(=O)Nc3ccc(C(F)(F)F)cc3)ccc2O[C@H]1CN(C)C(=O)Nc1cccc2ccccc12 -49 -32
COc1ccc(NC(=O)Nc2cccc3c2O[C@@H](CN(C)S(=O)(=O)c2cn(C)cn2)[C@H](C)CN([C@@H](C)CO)C3=O)cc1 -20 2
Cc1noc(C)c1S(=O)(=O)N(C)C[C@H]1Oc2ccc(NC(=O)NC(C)C)cc2CC(=O)N([C@@H](C)CO)C[C@@H]1C -3 9
C[C@@H]1CN([C@H](C)CO)C(=O)c2cccc(NC(=O)C3CC3)c2O[C@@H]1CN(C)C -8 10
O=C(NO)c1cccc(C(=O)N/N=C/c2cc(Br)cc(Br)c2O)c1 4 -8
C[C@@H]1CN([C@H](C)CO)C(=O)c2cc(NC(=O)C3CCCCC3)ccc2O[C@@H]1CN(C)Cc1ccc(Cl)c(Cl)c1 -6 -13
COc1ccc(CN(C)C[C@H]2Oc3c(NS(=O)(=O)c4ccc(F)cc4)cccc3C(=O)N([C@@H](C)CO)C[C@H]2C)cc1 1 -5
C[C@@H]1CN([C@H](C)CO)C(=O)c2cc(NS(=O)(=O)c3cccs3)ccc2O[C@H]1CN(C)Cc1ccc(C(=O)O)cc1 -10 3
C[C@@H]1CN([C@@H](C)CO)C(=O)Cc2cc(NS(=O)(=O)c3ccccc3)ccc2O[C@@H]1CN(C)Cc1ccc(C(=O)O)cc1 -9 13
C[C@H]1CN([C@@H](C)CO)C(=O)c2cccc(NS(=O)(=O)c3cn(C)cn3)c2O[C@H]1CN(C)Cc1ccc(-c2ccccc2)cc1 -13 5
CC(C)NC(=O)N(C)C[C@H]1Oc2ccc(NC(=O)C3CCCCC3)cc2C(=O)N([C@H](C)CO)C[C@H]1C -13 3
CC(C)(C)OC(=O)NC1(/C=N/NC(=O)CCCCCCC(=O)Nc2ccccc2O)CCCC1 6 10

Two compounds drawn at random from the list so far, as already listed:
SMILES T_cruzi_intra INS-1E_rescue
C[C@H]1CN([C@@H](C)CO)C(=O)c2cccc(NS(=O)(=O)c3ccc(Cl)cc3)c2O[C@H]1CN(C)C(=O)Nc1ccc(F)cc1 21 -5
CNC[C@@H]1Oc2ccc(NC(=O)Cn3cnnn3)cc2C(=O)N([C@@H](C)CO)C[C@@H]1C -8 -1
